CSM14.1 death rescue: protection against thapsigargin-triggered cell killing – 384-well, CSM14.1, ATP luminescence, primary screen (AID 1222); CSM14.1 thapsigargin-induced death rescue, ATP luminescence; higher % means a stronger effect; 190,000 tested, under 10 active; cellular ATP content (survival), % at 20 µM; hits with a dose series show EC50 in µM;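 active means EC50 below 50 µM in the dose-response confirmation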;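 further: death triggered by thapsigargin at about 15 µM added after 2 h compound pretreatment; cell ATP read after overnight thapsigargin exposure of roughly 18 to 22 hours; normalized against plate controls of thapsigargin alone and 5% DMSO vehicle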
RSV CPE inhibition: inhibition of RSV-induced cytopathic effect – HEp-2 cells, primary 10 µM value included (AID 2391) | HEp-2 cells, RSV-induced CPE inhibition; higher % means a stronger effect | CPE inhibition, % at 10 µM, or IC50 in µM where a hit was titrated | hit rate 0.13% among 310,000; in the data active means a potency from the dose series; inconclusive means CPE inhibition mostly from about 23% at the one dose, without a potency; inactive means the rest, 99 in 100 with CPE inhibition below about 21%; further: strong numbers were not always called active
Large T inhibition: SV40 large T antigen inhibitors, biochemical (AID 1903); inhibition, % at 20 µM; hits with a dose series show IC50 in µM; SV40 large T antigen ATPase/helicase inhibition assay; higher % means a stronger effect; hit rate 0.39% among 310,000; in the data active means a potency from the dose series; inconclusive means inhibition mostly from about 32% at the one dose, without a potency; inactive means the rest, 99 in 100 with inhibition below about 32%; further: strong numbers were not always called active
WT yeast gro inh: growth inhibition of WT yeast, mitochondrial fusion screen; mitochondrial fusion phenotypic screen, WT strain; hit rate 2.1% among 190,000; AID 1362; inhibition, % at 10 µM; in the data active means inhibition above about 58%; tested in S. cerevisiae
NS5 inhibitors: flavivirus cap methylation enzyme inhibition – biochemical, confirmation dose response, primary screen (AID 588689) | Dengue-2 NS5 methyltransferase capping enzyme assay, biochemical; higher % means a stronger effect | inhibition, % at 25 µM, or IC50 in µM where a hit was titrated | hit rate 0.3% among 340,000; in the data active means a potency from the dose series; inconclusive means inhibition above about 29% without an active follow-up result
Yfh1-depleted yeast: mitochondrial function rescue without frataxin homolog – Friedreich's ataxia, plus single-dose screen, dose response (AID 1465) | hit rate 0.074% among 220,000 | S. cerevisiae Yfh1-off respiration, WST-1 reduction, 72 h; higher fold induction means a stronger effect | fold induction at 50 µM, or EC50 in µM where a hit was titrated;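 active means fold induction of absorbance versus untreated yeast above a set limit, then at least 30% activation at any dose in follow-up; inconclusive means repeats straddling the limit, or above it without dose testing; inactive means fold induction below the set limit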;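 further: activators that raise dye reduction in frataxin-depleted yeast; strong numbers were not always called active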
UTI89 phage lysis: inhibition of K1F phage lysis, E. coli UTI89, bacterial capsule biogenesis inhibitors, alamar blue (AID 488966). E. coli UTI89 K1F phage lysis, alamar blue, 2 h; higher % means a stronger effect. hit rate 0.02% among 340,000. inhibition, % at 100 µM; hits with a dose series show IC50 in µM;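 active means phage lysis inhibition, versus mean bacterial control, above a set limit; inconclusive means no clear call, values can overlap the other calls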;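 further: capsule biogenesis inhibitors block K1F phage lysis so surviving cells raise fluorescence; higher fluorescence means more inhibition of phage lysis; actives were called in the ten point dose series up to 300 µM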
West Nile antiviral: West Nile virus antiviral activity, cell-based, CPE readout (AID 1621); West Nile virus-infected cells, CPE inhibition; higher % means a stronger effect; CPE inhibition, % at 10 µM; hits with a dose series show IC50 in µM; hit rate 0.02% among 290,000; in the data active means a potency from the dose series; inconclusive means CPE inhibition mostly from about 3.7% at the one dose, without a potency; inactive means the rest, 99 in 100 with CPE inhibition below about 2.2%; further: strong numbers were not always called active
XIAP displacement: XIAP antagonists, biochemical, IAP family, fluorescence polarization (AID 1018); hit rate 0.007% among 200,000; displacement, % at 20 µM; hits with a dose series show IC50 in µM; XIAP BIR domain, fluorescence polarization peptide displacement; higher % means a stronger effect; in the data active means displacement above about 50%; further: a part of the inactive calls stands beside numbers as strong as those of hits
WT yeast gro inh mutant strain: further read-out of WT yeast gro inh, marked with its call; inhibition, %; mitochondrial fusion phenotypic screen, mutant strain inhibition
NS5 inhibitors pilot replicate: second read-out of NS5 inhibitors, no call of its own (marks repeat the call); inhibition, %; measured here: pilot screen replicate inhibition
Numbers without * were called inactive; i = inactive; u = inconclusive; x = no result given; [ ] = dose if it differs, or a comment. The order is random, and some 2.2% of all compounds hit somewhere here.

SMILES | CSM14.1 death rescue | RSV CPE inhibition | Large T inhibition | WT yeast gro inh | WT yeast gro inh mutant strain | NS5 inhibitors | Yfh1-depleted yeast | UTI89 phage lysis | West Nile antiviral | XIAP displacement | others
CCOCCCNC(=O)c1ccc(OC2CCN(C(C)=O)CC2)c(OC)c1 | x | 1.6% | 2% | x | x | 5% | x | 0.5% | -0.1% | x
COC(=O)c1sccc1NC(=O)c1ccccc1[N+](=O)[O-] | -0.9% | 0.4% | 23% | -6 | -7 | -4% | i | 2.0% | -0.9% | -9.7%
O=C(Cc1ccsc1)NCC(c1ccco1)N1CCCCC1 (stereo not drawn) | -0.5% | 0.7% | 1% | -5 | -5 | -6% | i | i | 0.0% | -5.0%
Cc1c(C)c2ccc(OC(C)C(=O)NCCc3c[nH]c4ccccc34)cc2oc1=O (stereo not drawn) | x | -0.4% | 11% | x | x | -6% | x | 1.1% | -0.1% | x
COc1ccc(N(Cc2cc3cccc(C)c3[nH]c2=O)C(=O)C2CCCO2)cc1 (stereo not drawn) | x | 1.4% | 4% | x | x | -3% | i | 0.2% | -0.6% | x
CC1=C(C(=O)OC(C)C)C(c2ccccc2)NC(=O)N1C (stereo not drawn) | x | -0.3% | 5% | x | x | -5% | x | 0.0% | -0.6% | x
Cc1cccc(CS(=O)(=O)c2ncc(Cl)c(C(=O)Nc3nnc(C(C)C)s3)n2)c1 | x | -2.5% | 25% | x | x | 94µM* | x | 0.0% | 2.4% | x
COC(=O)c1ccc(COC(=O)CNS(=O)(=O)c2ccccc2)cc1 | 2.2% | 1.4% | x | 12 | -5 | -20% | i | 0.4% | -0.6% | -4.2%
CSc1ncc(CN2CCN(CC=C(C)C)C(CCO)C2)cn1 (stereo not drawn) | 0.5% | 1.2% | 12% | 4 | 21 | -7% | i | 0.2% | -0.5% | 2.2%
Cc1[nH]c2ccc(C(=O)NCCCN(C)C3CCCCC3)cc2c1C | x | 1.2% | 6% | x | x | -9% | x | 0.3% | -0.5% | x
CCOC(=O)c1nnn(-c2nonc2N)c1CNC(C)C | -2.5% | 0.9% | 15% | 18 | 13 | -4% | i | 0.2% | 0.3% | -0.5%
Cc1cc([N+](=O)[O-])nn1CC(=O)NCc1ccc(Cl)cc1 | x | -1.0% | 5% | x | x | -6% | x | -0.2% | -1.0% | x
Cc1ccc(C(=O)N/C(=C/c2ccco2)C(=O)Nc2cccc(C)c2)cc1 | -3.4% | 1.3% | 12% | 2 | 5 | -3% | i | 0.5% | -0.6% | -9.6%
CCCCCCCCN1[C@@H](CC(=O)O)c2cc(F)ccc2S1(=O)=O | x | 2.1% | 28% | x | x | -3% | i | 0.8% | 0.3% | x
Cc1cccc(/C=C/c2nc3ccccc3c(=O)[nH]2)c1 | -2.5% | -0.2% | 17% | -4 | -16 | 1% | i | -0.6% | -1.1% | -1.2%
O=C(Nc1ccc(N2CCN(C(=O)c3ccc(Cl)cc3)CC2)cc1)c1cccs1 | x | 1.4% | 5% | x | x | -5% | x | 0.2%[50 µM] | 0.4% | x
O=C(CSc1nnc(-c2ccc(O)cc2)n1Cc1ccco1)c1ccccc1 | 0.4% | 0.6% | 1% | 2 | 1 | 1% | i | 0.3% | 0.5% | -7.4%
CCOC(=O)CSc1nnc(CNC(=O)c2ccc(OC)cc2)n1Cc1ccccc1 | 6.7% | 2.7% | 10% | -4 | -2 | -10% | i | 1.0% | 0.4% | -4.5%
C[C@H](NC(=O)c1ccccc1Cl)C(=O)OCCOc1ccc(Cl)cc1 | x | 1.9% | 4% | x | x | -7% | i | -0.4% | -0.5% | x
Cc1ccccc1CSCC(=O)N1CCN(c2ccccc2)CC1 | -1.8% | 18% | 11% | 17 | -25 | -2% | i | 3.4% | -1.1% | -7.6%
OC[C@@H](O)[C@@H](O)CO | x | 2.7% | 13% | x | x | -3% | x | 1.8% | x | x
C/C(=N\NC(=O)CCCC(=O)O)c1c(-c2ccccc2)c2cc(Cl)ccc2[nH]c1=O | x | 6.9% | 9% | x | x | -3% | i | -0.1% | 0.1% | x
COC(=O)c1c(-c2cccc3ccccc23)csc1NC(=O)Cc1ccc(OC)c(OC)c1 | 3.4% | 4.0% | 14% | 33 | 20 | -10% | i | -0.2% | u | -3.0%
COc1ccc(NC(=O)CN2CCc3ccccc3C2)c([N+](=O)[O-])c1 | x | 5.2% | 1% | x | x | x | x | 1.1% | -1.0% | x
COc1ccccc1CNC(=O)Cn1cnnn1 | x | 1.9% | 4% | x | x | 6% | x | -0.1% | 0.3% | x
CC1CN(C(=O)CCC(=O)NCc2ccccc2)c2ccccc2S1 (stereo not drawn) | x | 3.4% | 7% | x | x | -3% | x | -0.3% | 0.1% | x
Nc1ccc2c(c1)nc(Cc1ccccc1)n2CCO | 0.5% | -2.6% | 32% | 0 | -8 | -5% | i | 0.5% | -0.8% | -4.8%
CC(=O)c1ccc(OCc2cc(C(=O)N(C)C3CCOC3)no2)cc1 (stereo not drawn) | x | -0.4% | -3% | x | x | -8% | x | 1.0% | 0.3% | x
Cc1c(Cl)cccc1NC(=S)NCc1ccc(F)cc1 | x | 2.6% | 27% | x | x | -11% | x | -1.7% | -1.5% | x
CCc1ccc(-c2cn(-c3nc(C)cc(C)n3)c(=N)o2)cc1 | 2.5% | u | 14% | 13 | 11 | -5% | i | 0.7% | -0.5% | -5.6% | NS5 inhibitors pilot replicate=-0.9
Cc1cc(C)c(C(=O)Nc2ccccc2)c(CC(C)(C)C(=O)O)c1 | x | x | 3% | x | x | -5% | i | 0.3% | 0.0% | x
Nc1nnc(Cc2ccc(Cl)c(Cl)c2)s1 | -1.3% | 3.1% | 1% | 0 | -14 | -7% | i | 0.9% | 0.4% | -2.6%
Cc1ccc(CSC2=NCCN2S(=O)(=O)c2ccc(F)cc2)cc1 | x | 13% | 12% | x | x | -1% | x | -0.1% | -1.3% | x
Cc1ccsc1C(=O)OCc1nc2ccsc2c(=O)[nH]1 | x | 0.4% | 5% | x | x | -1% | x | 1.4%[50 µM] | x | x
CNc1nnc(C(F)(F)F)s1 | x | 1.2% | 9% | x | x | 0% | i | 1.3% | 0.6% | x
CSCc1ccc(C(=O)N2CCCC(Nc3ccc4c(c3)OCCO4)C2)o1 (stereo not drawn) | x | 4.0% | 33% | x | x | -4% | x | -1.6% | 1.2% | x
O=C(CSc1ncnc2c1cnn2-c1ccccc1)Nc1ccccc1 | x | u | 2% | 2 | 18 | -1% | i | 0.6%[50 µM] | -0.3% | -6.6%
NC(=O)c1cc([N+](=O)[O-])c(Cl)cc1NCc1ccncc1 | x | 1.0% | 21% | x | x | -1% | x | 1.0% | x | x
COc1ccc(S(=O)(=O)Nc2ccc3c(c2)OCCO3)cc1Cl | -2.9% | -0.8% | 0% | x | x | 1% | i | -0.7% | -0.2% | -7.8%
O=C(Nc1ccncc1)c1ccc2c(c1)OCCO2 | -1.4% | 3.5% | 12% | -2 | -12 | 3% | i | -0.3% | -0.3% | -2.4%
O=C(Nc1ccc(C2=NCCN2)cc1)c1ccc(C(=O)Nc2ccc(C3=NCCN3)cc2)c([N+](=O)[O-])c1 | x | -1.3% | 13% | x | x | 1% | i | 2.1% | -0.9% | x
COC(=O)c1c(NC(=O)C2SC(=NC3CCCCC3)C(C(N)=O)=C2N)sc2c1CCCC2 (stereo not drawn) | -0.4% | 14% | 3% | -17 | -8 | 5% | i | 0.1% | -0.3% | -5.2%
Cc1noc(C)c1CSCC(=O)N(C)CC(=O)Nc1cccc(F)c1 | x | 1.7% | 10% | x | x | -2% | x | 0.0%[50 µM] | -0.4% | x
Cc1ccc(N(CC(=O)O)C2SC(=O)NC2=O)cc1 (stereo not drawn) | -4.4% | 1.9% | 1% | -4 | 8 | 3% | i | 0.7% | 0.2% | -15%
O=C1/C(=C\c2cccnc2)CN(Cc2ccccc2)C/C1=C\c1cccnc1 | 10% | -2.5% | 1% | 32 | 20 | x | i | x | -0.2% | -2.6%
CCCCN1C(N)=NC[C@@H]1CCCCN | x | -0.5% | 6% | x | x | -11% | i | 3.3% | 0.2% | x
O=C(CCN1C(=O)S/C(=C\c2ccccc2)C1=O)N1CCCCC1 | x | 2.1% | 8% | x | x | -10% | x | 0.2% | 0.3% | x
NC(=O)c1cccnc1Oc1cccc(Cl)c1 | -2.4% | 1.7% | 15% | -3 | 7 | -2% | i | 0.8% | 0.0% | -1.8%

Screens deposited in PubChem by several laboratories.
